Screening data deposited in PubChem BioAssay by National Center for Advancing Translational Sciences (NCATS).
TRHR agonist: qHTS for Small Molecule Agonists and Allosteric Enhancers of Human TRH Receptor: Primary Screen for Agonists; TRHR cells, calcium flux fluo-8, FDSS agonist mode; 0.18% of 360,000 active; AID 493084, 2011; activation, % at 2 µM; in the data active = activation above about 30%; also: 0% is about no effect
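Fluo-8-loaded TRHR cells; 10 s baseline, compound added, kinetic Ca2+ fluorescence read 1/s, agonist mode.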
Pol iota inh: qHTS for Inhibitors of Polymerase Iota; Pol iota fluorescent replication assay, 10 min; 1% of 390,000 active; DNA polymerase iota (Homo sapiens), Q9UNA4; Potency, µM (top dose mostly 115 µM), inactives show top-dose activity, negative = inhibition, actives largely listed as inhibitors; AID 588590, 2011; also: potency is read from the fitted curve at half-maximal effect
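Pol iota at 10 nM preincubated 15 min with compounds at room temperature; reaction started with fluorescent substrate, 50 nM final. Fluorescence read kinetically at 0 and 10 min; buffer-only wells as negative control.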
ALOX12 inh: Primary qHTS assay for inhibitors of human arachidonate 12S-lipoxygenase (ALOX12): Round 2 | Polyunsaturated fatty acid lipoxygenase ALOX12 (Homo sapiens), P18054 | purified 12hLO, xylenol orange hydroperoxide absorbance | Potency, µM (doses to about 108 µM), for the others: top-dose activity change, negative = inhibition, most hits filed as inhibitors | 1.1% of 580,000 active | AID 1671190, 2021; also: potency is read from the fitted curve at half-maximal effect; % is scaled to controls: 0 for no effect and ±100 for the full control effect
Target sequence (P18054 whole entry, looked up): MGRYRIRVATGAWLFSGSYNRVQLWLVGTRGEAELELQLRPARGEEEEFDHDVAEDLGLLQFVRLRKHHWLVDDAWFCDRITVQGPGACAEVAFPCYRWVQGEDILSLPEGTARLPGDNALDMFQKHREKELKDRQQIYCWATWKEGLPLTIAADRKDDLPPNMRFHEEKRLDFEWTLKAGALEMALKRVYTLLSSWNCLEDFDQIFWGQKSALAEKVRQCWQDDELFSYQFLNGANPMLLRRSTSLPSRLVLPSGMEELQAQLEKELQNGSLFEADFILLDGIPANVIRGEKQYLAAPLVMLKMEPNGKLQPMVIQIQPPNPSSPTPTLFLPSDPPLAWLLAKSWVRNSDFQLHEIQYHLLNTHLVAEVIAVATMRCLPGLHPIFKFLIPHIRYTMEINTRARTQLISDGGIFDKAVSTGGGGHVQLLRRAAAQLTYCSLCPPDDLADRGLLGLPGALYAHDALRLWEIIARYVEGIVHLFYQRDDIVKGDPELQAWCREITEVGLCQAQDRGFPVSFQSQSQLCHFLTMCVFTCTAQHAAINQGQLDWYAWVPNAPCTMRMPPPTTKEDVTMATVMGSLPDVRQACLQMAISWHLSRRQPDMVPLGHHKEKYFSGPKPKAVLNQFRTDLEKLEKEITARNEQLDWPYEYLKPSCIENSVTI
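Purified human 12hLO at 150 nM in 25 mM Hepes, 0.01% Triton X-100, pH 7.0, preincubated 15 min at room temperature with compound. Reaction started with 40 uM arachidonic acid, 30 min at room temperature. Hydroperoxide measured by Fe-xylenol orange, 573/405 nm absorbance ratio.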
POLB inh: qHTS Assay for Inhibitors of DNA Polymerase Beta | P06746 | Pol beta primer extension/strand displacement, fluorescence kinetic | Potency, µM (series often up to 114 µM), without a hit: at the top dose activity change, negative = inhibition, actives largely listed as inhibitors | 1.3% of 340,000 active | AID 485314, 2010; also: potency is read from the fitted curve at half-maximal effect; % is scaled to controls: 0 for no effect and ±100 for the full control effect
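Enzyme-only controls used 10 nM Pol beta; buffer lacking enzyme served as negative control. Compound preincubated 15 min, then 50 nM substrate added; 0 and 10 min reads at room temperature.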
BLM helicase inh: qHTS Assay for Inhibitors of Bloom's syndrome helicase (BLM) | RecQ-like DNA helicase BLM (Homo sapiens), P54132 | recombinant BLM DNA unwinding, fluorescence dequenching | Potency, µM (doses to about 56.1 µM), for the others: at the top dose activity change, negative = inhibition, hits mostly inhibitors | 0.2% of 350,000 active;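 also: potency is read from the fitted curve at half-maximal effect; plate controls were vehicle for no effect and no enzyme for full effect; nearly all actives have a fitted effect of over 35% in size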
APEX1 inh: qHTS Assay for Inhibitors of the Human Apurinic/apyrimidinic Endonuclease 1 (APE1); DNA repair nuclease/redox regulator APEX1 (Homo sapiens), P27695; recombinant APE1, TAMRA/BHQ-2 abasic DNA cleavage fluorescence; Potency, µM (titrated, usually from 65.8 µM), without a hit: top-dose activity change, negative = inhibition, actives largely listed as inhibitors; 0.35% of 350,000 active; AID 2517, 2012;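 also: potency is read from the fitted curve at half-maximal effect; plate controls were vehicle for no effect and reference inhibitor for full effect; nearly all actives have a fitted effect of over 55% in size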
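Substrate: short duplex with […] THF abasic site, 5'-TAMRA and 3'-BHQ-2, 50 nM final. APE1 at 0.75 nM, preincubated 15 min RT with compound. Fluorescence increase from first to third read measured activity.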
Anesthetic bind: qHTS Assay for Identification of Novel General Anesthetics. Ferritin light chain (Equus caballus), P02791. apoferritin/1-aminoanthracene competitive binding, fluorescence. Potency, µM (highest dose often 77.5 µM), for the others: top-dose activity change, negative = displacement, usual class: inhibitors. 0.074% of 350,000 active; also: potency is read from the fitted curve at half-maximal effect; % is scaled to controls: 0 for no effect and ±100 for the full control effect; nearly all actives have a fitted effect of over 20% in size
Target sequence (P02791 2-175 limits assumed): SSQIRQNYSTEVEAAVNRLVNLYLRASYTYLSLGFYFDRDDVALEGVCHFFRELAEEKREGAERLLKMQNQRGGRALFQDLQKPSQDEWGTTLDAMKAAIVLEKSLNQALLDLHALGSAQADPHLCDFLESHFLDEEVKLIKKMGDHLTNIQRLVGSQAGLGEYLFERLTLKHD
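Concentration-response curves derived by four-parameter Hill fitting of normalized fluorescence, where compounds displaced 1-AMA from 10 uM horse apoferritin following a brief 10 min room-temperature incubation; propofol titration acted as positive control.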
ERG-DNA inh: qHTS for Small Molecule Inhibitors of the ERG Ets/DNA interaction | Transcriptional regulator ERG (Homo sapiens), P11308 | fluorescence polarization, His-ERG Ets domain / labelled DNA | Potency, µM (highest dose often 76.9 µM), without a hit: at the top dose FP activity, negative = inhibition, usual class: inhibitors | 0.028% of 370,000 active; active = well fitted inhibition curve with a large enough effect in the polarisation, with a control signal flat; inconclusive = small, poorly fitted or top-dose-only effect, or effect the other way, or a change in a side signal; inactive = no such curve, though single readings can be large or run the other way; the % refers to the polarisation;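 also: polarization taken with two DNA probes labelled with fluorescein and Texas red; potency is read from the fitted curve at half-maximal effect; % of control where 0% means no effect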
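His-tagged ERG Ets domain (1 uM in the protein solution; 300mM KCl, 50mM Tris-HCl, 1mM EDTA, 1mM DTT, pH 7.5) received compound, then a probe mix of 5 nM fluorescein-DNA and 100nM Texas-615-DNA. Fluorescence polarization was read for both dyes.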
Pol kappa inh: qHTS for Inhibitors of Polymerase Kappa | DNA polymerase kappa (Homo sapiens), Q9UBT6 | 0.53% of 400,000 active | AID 588579, 2011 | purified Pol kappa, fluorescent DNA synthesis assay, 10 min | Potency, µM (doses to about 107 µM), without a hit: at the top dose activity, negative = inhibition, most hits filed as inhibitors; also: potency is read from the fitted curve at half-maximal effect; % is scaled to controls: 0 for no effect and ±100 for the full control effect
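Readout: fluorescence, taken kinetically at 0 and 10 min. Conditions: 10 nM Pol kappa, 15 min RT compound preincubation, 50 nM substrate final. Controls: enzyme-free buffer wells.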
An asterisk follows results filed as active; ? = inconclusive; · = no result given; & = joins results of further samples; [ ] = dose if it differs, or a comment. Unless noted, calls follow the shape of the dose curve; as a rule, active = well fitted curve in the direction sought with a large enough effect; inconclusive = small, poorly fitted or top-dose-only effect, or another doubt; inactive = no such curve, though single readings can be large; an effect the other way counts as inactive or inconclusive.

Order of results – TRHR agonist	Pol iota inh	ALOX12 inh	POLB inh	BLM helicase inh	APEX1 inh	Anesthetic bind	ERG-DNA inh	Pol kappa inh
[1] Cc1cccc(N2CCN(C(=O)Cn3ccc4ccccc4c3=O)CC2)c1C
→ -0.5	13%	-7%	1%	-2%	-1%	0%	-18%	4%
[2] NC(=O)NC(=O)CSc1nc(C2CCCCC2)n(-c2ccccc2)n1
→ -0.2	142%[activator]	3%	30%	-1%	5%	4%	2%	-3%
[3] Nc1c([N+](=O)[O-])c(=O)oc2ccccc12
→ 0.2	29%	-9%	29%	1%	-4%	-7%	-5%	-4%
[4] COc1cccc(NC(=O)N2CCCC2C(=O)Nc2ccc3c(c2)OCO3)c1 (stereo not given)
→ -0.2	15%	-13%	8%	2%	3%	-6%	-6%	-2%
[5] Cc1cccc(NC(=S)NC(C)(C)CC(C)(C)C)c1
→ 0.0	2%	?	?	-7%	-2%	?	-2%	-13%
[6] CCc1nnc(NC(=O)CSc2nc(-c3ccccc3)nc3ccccc23)s1
→ 0.2	5%	17%	10%	-3%	16%	2%	2%	-8%
[7] Cc1cc(Br)ccc1NC(=O)CSc1nnc(CN2CCOCC2)n1C
→ 0.7	-2%	0%	6%	1%	25%[12.4 µM]	-1%	-12%	-1%
[8] C/C(=C\C(=O)c1ccc(Br)cc1)NNC(=O)c1ccccc1
→ ·	-6%[58.9 µM]	?	·	·	·	·	13%	3%
[9] Clc1cccc(-c2nnc3sc(-c4ccc5c(c4)OCO5)nn23)c1
→ -0.1	·	·	31%	-1%	6%	-12%	·	·
[10] Cc1ccccc1N(C(=O)CNC(=O)c1ccco1)C(C(=O)NC1CCCCC1)c1cccnc1 (stereo not given)
→ -1.3	1%	-21%	10%	-1%	88%[activator][12.4 µM]	0%	-3%	7%
[11] O=C1N/C(=N\N=C\c2cccs2)SC1Cc1ccc(Cl)c(Cl)c1 (stereo not given)
→ 0.5	11%	-1%	-2%	-2%	12%	-5%	5%	-26%
[12] CCC1CCCCN1C(=O)CCNS(=O)(=O)c1ccc2c(c1)oc(=O)n2C (stereo not given)
→ -1.8	-27%	14%	21%	-1%	-4%	0%	4%	-4%
[13] O=C(O)c1ccccc1/C=N/n1c(C2CCCCC2)n[nH]c1=S
→ -0.1	150%[activator]	?	-8%	-2%	29%	8%	-7%	-1%
[14] CCCc1cc(=O)[nH]c(SCC(=O)NC(=O)OCC)n1
→ 1.1	-2%	13%	2%	-3%	17%	-6%	5%	-4%
[15] CC1(c2ccccc2)NC(=O)N(CC(=O)N2CCN(S(=O)(=O)c3cccs3)CC2)C1=O (stereo not given)
→ 0.3	48%[activator]	-16%	·	·	2%	·	4%	-15%
[16] S=C(NCc1ccco1)Nc1ccc(Oc2ccccc2)cc1
→ -0.8	17%	45µM*	-20%	?	-6%	-11%	0%	-1%
[17] COc1ccc(C(=O)N2CCC3(CC2)CCN(c2ccccn2)CC3)cc1
→ ·	·	20%[57.4 µM]	·	2%	4%	·	·	14%[60.1 µM]
[18] Cc1cccc(-c2nc(N3CCN(c4ccc(F)cc4)CC3)c3ccccc3n2)c1
→ -1.5	23%	-19%	-27%	-8%	·	-7%	-6%	6%
[19] Nc1nc(Cl)cc(-c2ccccc2)n1
→ -0.8	76%[activator]	-29%	0%	-2%	4%	-16%	-1%	3%
[20] Cc1cc(C)n(-c2ccc(C(=O)Nc3cccnc3Cl)cc2)n1
→ 0.2	-5%	-3%	-3%	-9%	3%	-15%	-2%	-4%
[21] Cc1cc2c(Nc3ccc(C(=O)O)cc3)ncnc2s1
→ 0.4	?	-24%	18%	-9%	12%	-1%	16%	-6%
[22] CSc1nc2c(C)c(C)c(C)c(C)c2[nH]1
→ -1.8	100%[activator]	55%[activator]	2%	-2%	14%	-7%	-3%	-7%
[23] CCCCC(Sc1nc(C)c(Cc2ccccc2)c(=O)[nH]1)C(=O)O (stereo not given)
→ -0.2	8%	0%	40%[activator]	2%	15%	-9%	4%	15%
[24] N#Cc1ccc(-c2ccc(OCC(=O)NCCCN3CCCC3=O)cc2)cc1
→ 0.3	166%[activator]	-12%	?	-6%	3%	-15%	7%	-20%
[25] COc1ccc(C(=O)N2CCCCCC2)cc1OC1CCN(C(C)=O)CC1
→ 0.2	-3%	5%	7%	-8%	12%	-3%	-8%	-9%
[26] COc1cc2c(C(=O)NCc3ccc(C)o3)cn(CC(C)C)c(=O)c2cc1OC
→ -0.5	30%[activator]	-10%	99%	-13%	-3%	-10%	-3%	-10%
[27] COc1ccccc1/C=C/C(=O)OCC(=O)NC1CCCCCC1
→ -0.4	37%[activator]	11%	·	·	23%	·	-15%	-15%
[28] C/C(=N\NC(=O)c1c(C)nc2ccccn12)c1cccc([N+](=O)[O-])c1
→ -0.5	46%[activator]	-10%	1%	-4%	1%	-8%	-5%	1%
[29] O=C(CSc1ccc2ccccc2n1)N1CCC(c2noc3ccc(F)cc23)CC1
→ 0.1	1%	-22%	-5%	-4%	-5%	-1%	-7%	-29%
[30] O=C(Nc1ccc2nsnc2c1)N1CCCCCC1
→ 0.3	?	0%	-12%	-2%	-1%	-4%	6%	2%
[31] COc1ccc(/C=N/OC/C(O)=C(\C#N)c2nc3ccccc3[nH]2)cc1
→ -0.2	-15%	8%	5%	-10%	-4%	-10%	-4%	-5%
[32] CCC(=O)NCc1cc(-c2nn(C)c(=O)c3ccccc23)ccc1OC
→ -0.2&-0.4	0%&17%	-14%&5%	13%&2%	0%&-1%	-2%	-9%&-16%	5%&-2%	-4%&4%
[33] Cn1c(=O)c2c(nc(Br)n2Cc2nnc(N)s2)n(C)c1=O
→ -0.5	?	0%	-12%	0%	8%	-4%	-17%	?
[34] CCn1c2ccccc2c2cc(NC(=O)c3cc(OC)cc(OC)c3)ccc21
→ -0.2	7%	-2%	29%	-8%	?	5%	17%	5%
[35] Cc1ccc2nc(SCC(=O)Nc3ccc4sc(C)nc4c3)c(C#N)cc2c1
→ 3.1	7%	0%	2%	-2%	-2%	-5%	-2%	-12%
[36] COc1ccc(C2SCC(=O)N2CCc2ccc(OC)c(OC)c2)cc1 (stereo not given)
→ 0.8	20%	-1%	-14%	-18%	-2%	-12%	-14%	2%
[37] Cn1c(-c2csc(-c3cccc(C(F)(F)F)c3)n2)n[nH]c1=S
→ -0.2	186%[activator]	-10%	81%	-5%	-2%	-9%	-1%	-3%
[38] CCc1c(C)nc2ncnn2c1NCc1cccs1
→ 0.3	24%	17%	2%	-1%	-2%	-10%	·	0%
[39] Cc1c(NS(=O)(=O)c2cc(Br)cc3c2N(C(=O)C2CC2)CC3)c(=O)n(-c2ccccc2)n1C
→ -0.2	-9%	·	7%	6%	10%	-6%	-4%	-8%
[40] COc1cccc(Nc2nc(NCC3CCCO3)c3ccccc3n2)c1 (stereo not given)
→ -0.3	0%	?	1%	-6%	3%	-13%	3%	-22%
[41] COc1ccc(N2CCN(C(=O)CN(Cc3ccc(Cl)cc3)S(C)(=O)=O)CC2)cc1
→ 0.4	20%	?	23%	-4%	2%	-13%	3%	-6%
[42] CC1=CC(c2ccccc2)n2nc(N3C(=O)c4ccccc4C3=O)nc2N1 (stereo not given)
→ -0.2	7%	0%	-16%	-3%	-7%	6%	7%	45µM*
[43] Cc1cccc(C)c1NC(=O)C1CCCN1C(=O)OC(C)(C)C (stereo not given)
→ 1.0	-12%	1%	-19%	0%	1%	-3%	-11%	-5%
[44] COc1ccc(Nc2nc(N)c([N+](=O)[O-])c(N3CCOCC3)n2)cc1
→ -0.5	-3%	0%	-1%	-2%	0%	2%	2%	-8%
[45] CCNC(=O)Cc1ccc(NS(=O)(=O)c2ccc(F)cc2)cc1
→ -0.4	2%	1%	13%	-1%	?	?	-3%	-15%
[46] O=C(CNC(=O)c1ccccc1)Oc1cccc(Cl)c1
→ ·	58%[activator]	0%	·	·	·	·	-1%	1%
[47] Cc1sc2ncnc(Sc3ccccc3C(=O)O)c2c1C
→ -0.1	58%[activator]	-5%	-3%	2%	7%	-9%	2%	-5%
[48] Cc1sc(NC(=S)NC(=O)c2ccco2)c(C#N)c1C
→ -0.3	17%	?	21%	-5%	-2%	-13%	-1%	-12%
[49] Cc1csc(-c2cnn(-c3ccccc3)c2NC(=O)c2cccc(C(F)(F)F)c2)n1
→ -0.2	-8%	-1%	-17%	0%	-4%	?	6%	3%

2 neighbouring records from above, for reference:
Order of results – TRHR agonist	Pol iota inh	ALOX12 inh	POLB inh	BLM helicase inh	APEX1 inh	Anesthetic bind	ERG-DNA inh	Pol kappa inh
[48] Cc1sc(NC(=S)NC(=O)c2ccco2)c(C#N)c1C
→ -0.3	17%	?	21%	-5%	-2%	-13%	-1%	-12%
[49] Cc1csc(-c2cnn(-c3ccccc3)c2NC(=O)c2cccc(C(F)(F)F)c2)n1
→ -0.2	-8%	-1%	-17%	0%	-4%	?	6%	3%

Some of the compounds tested (hit frequency here may not be typical).
